K1F lysis inhibition = inhibition of K1F phage lysis, E. coli UTI89, bacterial capsule biogenesis inhibitors, alamar blue (AID 488966) | E. coli UTI89 K1F phage lysis, alamar blue, 2 h; higher % means a stronger effect | inhibition, % at 100 µM, or IC50 in µM where a hit was titrated | 340,000 tested, 0.02% active;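 active = phage lysis inhibition, versus mean bacterial control, above a set limit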;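 also: capsule biogenesis inhibitors block K1F phage lysis so surviving cells raise fluorescence; higher fluorescence means more inhibition of phage lysis; actives were called in the ten point dose series up to 300 µM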
GPR55 beta-arrestin = GPR55 agonists via beta-arrestin recruitment, primary screen, imaging, U2OS cells, beta-arrestin-GFP redistribution (AID 1961). G-protein coupled receptor 55 (Homo sapiens). 290,000 tested, 0.048% active. U2OS GPR55 beta-arrestin-GFP redistribution imaging; higher % means a stronger effect. activation, % at 10 µM; hits with a dose series show EC50 in µM;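 active = activation above 40% with more than 50 cells counted in the well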;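 also: U2OS osteosarcoma cells stably expressing GPR55 and beta-arrestin-GFP; plate controls were DMSO negative control for no effect and LPI positive control for full effect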
Siah-1 displacement = Siah-1 peptide-binding antagonists, primary screen, biochemical, fluorescence polarization, rhodamine-plectin, uHTS (AID 1817) | 290,000 tested, 0.02% active | one-dose displacement, % at 20 µM; IC50 in µM for titrated hits | Siah-1 / rhodamine-plectin peptide fluorescence polarization; higher % means a stronger effect;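 active = displacement of at least 50% at 20 µM, with a fluorescence ratio check between 0.3 and a set limit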;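 also: plate controls were Siah plus tracer with DMSO for no effect and tracer alone without Siah for full effect; strong numbers were not always called active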
AID2073 = inhibitors of Mint1-CaV2.2 protein interaction, biochemical, HTRF (AID 2073); Voltage-dependent N-type calcium channel subunit alpha-1B (Homo sapiens); HTRF protein-protein interaction, Mint1-CaV2.2; higher % means a stronger effect; inhibition, % at 20 µM; hits with a dose series show IC50 in µM; 290,000 tested, 0.19% active; in the data active = inhibition mostly above about 51%, no sharp cut-off; also: some results filed as inactive read as strong as hits
NTR1 ag = agonists of NTR1, primary screen, imaging, U2OS cells, beta-arrestin-GFP, high content (AID 493036). NTR1-U2OS beta-arrestin-GFP spot imaging, agonist mode. 330,000 tested, 0.17% active. Neurotensin receptor type 1 (Homo sapiens), P30989. activation, % at 20 µM;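 active = activation at or above 40% of the spot to cytoplasm intensity ratio, with at least 20 cells analyzed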;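 also: 0% = DMSO without peptide and 100% = 100 nM NTR1 peptide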
Target sequence (P30989 whole entry, looked up): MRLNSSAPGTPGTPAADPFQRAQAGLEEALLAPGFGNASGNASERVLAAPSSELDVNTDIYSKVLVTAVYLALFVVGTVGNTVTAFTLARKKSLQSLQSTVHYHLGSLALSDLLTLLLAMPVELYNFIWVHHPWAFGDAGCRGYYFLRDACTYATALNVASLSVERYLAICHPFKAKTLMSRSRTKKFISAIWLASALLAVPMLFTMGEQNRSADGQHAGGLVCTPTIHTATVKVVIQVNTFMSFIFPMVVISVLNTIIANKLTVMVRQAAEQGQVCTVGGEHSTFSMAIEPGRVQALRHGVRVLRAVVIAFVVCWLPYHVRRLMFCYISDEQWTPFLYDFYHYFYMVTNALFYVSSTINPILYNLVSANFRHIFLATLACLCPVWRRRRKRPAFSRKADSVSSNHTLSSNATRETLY
GPR35 antagonists = GPR35 antagonists blocking zaprinast-driven arrestin recruitment, primary screen, imaging, U2OS, beta-arrestin-GFP, zaprinast agonist (AID 2058). one-dose inhibition, % at 10 µM; IC50 in µM for titrated hits. 290,000 tested, 0.052% active. G-protein coupled receptor 35 (Homo sapiens). U2OS GPR35 beta-arrestin-GFP translocation imaging, zaprinast antagonism; higher % means a stronger effect;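 active = inhibition of at least 50% with at least 30 cells and total cytoplasm GFP at most 10,000,000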
GPR55 antagonists = GPR55 antagonists blocking LPI-driven arrestin recruitment, primary screen, imaging, U2OS, beta-arrestin-GFP, LPI agonist (AID 2013); G-protein coupled receptor 55 (Homo sapiens); 290,000 tested, 0.13% active; inhibition, % at 10 µM, or IC50 in µM where a hit was titrated; U2OS GPR55 beta-arrestin-GFP translocation imaging, LPI antagonism; higher % means a stronger effect;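 active = spots per cell inhibited over 60%, with over 100 cells counted and total cytoplasm intensity under 500,000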;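 also: U2OS cells stably carrying GPR55 and arrestin-GFP stimulated by 5 µM LPI near EC80; imaged beta-arrestin-GFP aggregate spots per cell after agonist stimulation; plate controls were LPI-stimulated DMSO wells for no effect and DMSO wells without LPI for full effect; some results filed as inactive read as strong as hits; confirmed hits need IC50 under 10 µM and bright autofluorescent wells are also inconclusive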
HIV fusion peptide = inhibitors of HIV fusion peptide binding, primary screen, biochemical, uHTS, fluorescence dequenching (AID 1986) | cell-free peptide binding, fluorescence dequenching, 30 min; higher % means a stronger effect | inhibition, % at 20 µM, or IC50 in µM where a hit was titrated | 290,000 tested, 0.3% active; in the data active = inhibition mostly above about 52%, no sharp cut-off; inactive = mostly below about 76%; also: some results filed as inactive read as strong as hits
NS5 inhibitors = Dengue-2 NS5 methyltransferase inhibitors, primary screen, biochemical, confirmation dose response (AID 588689) | Genome polyprotein (Dengue virus type 2 (strain 16681-PDK53)) | Dengue-2 NS5 methyltransferase capping enzyme assay, biochemical; higher % means a stronger effect | inhibition, % at 25 µM; hits with a dose series show IC50 in µM | 340,000 tested, 0.3% active; in the data active = a potency from the dose series
NTR1 ag cell count 20 µM = second read-out of NTR1 ag, no call of its own (marks repeat the call); cell count; measured here: cell count, cytotoxicity flag
NS5 inhibitors pilot replicate = second read-out of NS5 inhibitors, no call of its own (marks repeat the call); inhibition, %; measured here: pilot screen replicate inhibition
The depositor's hits bear a star; . = no result given; [ ] = remark or other dose.

SMILES	K1F lysis inhibition	GPR55 beta-arrestin	Siah-1 displacement	AID2073	NTR1 ag	NTR1 ag cell count 20 µM	GPR35 antagonists	GPR55 antagonists	HIV fusion peptide	NS5 inhibitors	others
O=C(CSc1nnc(-c2cccnc2)n1C1CCCCC1)NC1CCCC1	1.3%	-0.1%	-5%	-13%	-0.4	50	-13%	4%	-1.8%	0%
CC1CCC(NC(=O)C(=O)Nc2ccc3c(c2)OCO3)CC1 (stereo unspecified)	1.6%[50 µM]	-0.1%	-1%	7%	0.8	48	-3%	15%	0.2%	4%
CCOC(=O)CC(NC(=O)CCc1c(C)nc2ncnn2c1C)c1ccc(C)cc1 (stereo unspecified)	0.3%	-0.4%	-5%	6%	0.7	78	6%	6%	0.1%	-3%
c1cc2c(cc1-n1cnnn1)OCO2	0.7%	-0.6%	-2%	-6%	-0.5	53	6%	-1%	-0.9%	0%
Cc1cc(-c2nnc(SCC(=O)Nc3nccs3)o2)no1	0.5%	0.0%	-4%	5%	-1.7	58	4%	2%	4.9%	-3%
CCOC(=O)c1ccc(N=C2SC(C(=O)Nc3ccc(C(=O)O)cc3)CC(=O)N2Cc2cccs2)cc1 (stereo unspecified)	-4.3%	-0.4%	17%	41%	0.1	33	-5%	-2%	56%	4%
CCCCCC/C(C)=C1/SC(=S)NC1=O	-0.7%	-0.1%	8%	-9%	0.3	30	11%	20%	24%	-17%
O=C(NC(=S)NCc1ccncc1)c1ccccc1	0.1%	-0.1%	1%	2%	-0.7	78	-6%	-12%	-0.6%	-1%
O=C(CSc1cccc[n+]1[O-])NCC1CCCCC1	0.2%	0.4%	26%	-4%	-1.2	58	-12%	8%	-1.3%	-1%
Cc1ccc(C)c(NC(=O)c2cc3ccccn3n2)c1	5.1%	-0.3%	4%	1%	2.5	64	7%	1%	0.2%	0%
CSc1ccccc1NS(=O)(=O)c1cccc2nonc12	1.3%[50 µM]	-0.2%	-4%	-3%	0.6	53	5%	-4%	-2.8%	-9%
CCOC(=O)Cc1nnc(Nc2ccc(C(=O)NC)cc2)c2ccccc12	-1.7%	-0.1%	-4%	3%	-0.6	33	5%	2%	-1.6%	0%
C=CCn1cnc2sc(C(=O)Nc3ccccc3OC)c(C)c2c1=O	0.2%	-0.1%	0%	24%	1.1	90	16%	2%	-2.6%	-6%
COc1ccc(C(=O)/C=C/c2ccc(OC)c(COc3ccccc3F)c2)cc1	-0.6%	2.8%	-2%	10%	-1.2	35	13%	16%	0.5%	4%
COc1ccc(C(=O)N2CCN(S(=O)(=O)N3CCOCC3)CC2)cc1OC	-0.3%	-0.1%	3%	-4%	-0.3	63	7%	-4%	0.4%	5%
O=C(Cc1cccs1)Nc1ccc(F)c(F)c1	-1.5%	-0.1%	8%	0%	2.3	59	-14%	0%	2.7%	14%
CCCN1CCN(C(c2cc3cc4c(cc3[nH]c2=O)OCO4)c2nnnn2C(C)(C)C)CC1 (stereo unspecified)	-0.2%	-0.3%	-2%	3%	-1.0	57	11%	0%	8.9%	-3%
Cc1ccc(S(=O)(=O)Nc2nccs2)cc1[N+](=O)[O-]	.	-0.1%	9%	-5%	-0.3	53	2%	-1%	2.0%	.
COc1ccc(C(=O)Cn2c(=O)oc3ccc(C)cc32)cc1	0.1%	-0.1%	1%	-1%	1.0	78	0%	10%	-1.5%	-7%
COc1cc(OC)cc(C(=O)NCC(=O)OCc2csc(-c3ccccc3)n2)c1	0.1%[50 µM]	-0.3%	-2%	-2%	-0.2	55	-2%	8%	1.8%	3%

No new results follow: entries from further up.
SMILES	K1F lysis inhibition	GPR55 beta-arrestin	Siah-1 displacement	AID2073	NTR1 ag	NTR1 ag cell count 20 µM	GPR35 antagonists	GPR55 antagonists	HIV fusion peptide	NS5 inhibitors	others
COc1ccc(C(=O)/C=C/c2ccc(OC)c(COc3ccccc3F)c2)cc1	-0.6%	2.8%	-2%	10%	-1.2	35	13%	16%	0.5%	4%
COc1ccc(C(=O)N2CCN(S(=O)(=O)N3CCOCC3)CC2)cc1OC	-0.3%	-0.1%	3%	-4%	-0.3	63	7%	-4%	0.4%	5%
O=C(Cc1cccs1)Nc1ccc(F)c(F)c1	-1.5%	-0.1%	8%	0%	2.3	59	-14%	0%	2.7%	14%

Continued.
SMILES	K1F lysis inhibition	GPR55 beta-arrestin	Siah-1 displacement	AID2073	NTR1 ag	NTR1 ag cell count 20 µM	GPR35 antagonists	GPR55 antagonists	HIV fusion peptide	NS5 inhibitors	others
CS(=O)(=O)N(CC(=O)N/N=C/c1ccccn1)c1ccc(Oc2ccccc2)cc1	0.1%	-0.6%	0%	8%	-0.4	65	-5%	1%	-1.6%	-2%
O=C1N=c2ccccc2=C1c1sc(=S)n(NC(=O)c2ccccc2)c1O	0.0%	0.5%	0%	-1%	1.0	50	-10%	4%	-4.9%	4%
CC(C)CCN1CCN(Cc2nc(-c3ccccc3)cs2)CC1CCO (stereo unspecified)	-0.7%	0.0%	-1%	-2%	-0.8	90	-4%	12%	0.6%	-3%
COC(=O)c1ccc(N2NC(=O)/C(=C/c3cc(OC)c(O)c(OC)c3)C2=O)cc1	0.1%	0.0%	-6%	8%	2.7	78	7%	0%	138%	-25%
O=C(N/N=C/c1ccc(Cl)c([N+](=O)[O-])c1)c1cc(-c2ccc3c4c(cccc24)CC3)n[nH]1	0.0%	0.7%	8%	25%	5.0	51	15%	77%*	-3.1%	-3%
CCOc1ccccc1CN1CCC(O)CC1	4.0%	-0.1%	2%	0%	-1.5	62	-10%	9%	1.0%	-1%
CC(=NCCc1c(C)[nH]c2ccc(C)cc12)C1=C(O)CC(c2ccccc2)CC1=O (stereo unspecified)	0.1%	1.1%	0%	5%	8.9	68	-13%	-1%	0.6%	1%
COCC(=O)Nc1nnc(-c2cccs2)s1	1.6%	-0.1%	3%	-17%	2.9	54	-3%	17%	1.0%	16%
CC1CC(C)CN(C(=O)CSC2=Nc3ccccc3C3=NC(Cc4c[nH]c5ccccc45)C(=O)N23)C1 (stereo unspecified)	0.2%	-0.1%	3%	10%	6.8	101	24%	3%	2.5%	-10%
CCOCCCNC(=O)N[C@H](C(=O)OC)C(C)CC (stereo partly specified)	-0.2%	-0.2%	-1%	-3%	1.6	70	19%	-2%	-0.2%	-2%
CC(=O)Nc1ccc(S(=O)(=O)NC2(C(F)(F)F)NC(=O)N(c3ccc(C)cc3)C2=O)cc1 (stereo unspecified)	0.2%	-0.1%	4%	3%	-0.5	53	8%	8%	1.5%	0%
COc1ccccc1Oc1cc(-n2nc(C)cc2C)ncn1	1.2%[50 µM]	-0.5%	2%	5%	2.0	52	6%	-6%	0.0%	-5%
C(=N\Nc1ncnc2sc3c(c12)CCC3)/c1cccs1	8.8%	-0.1%	1%	0%	12	66	3%	12%	12%	12%
O=C(CCn1cccn1)Nc1ccc2c(c1)OCCO2	0.3%	-0.2%	3%	0%	1.1	68	19%	-4%	0.4%	-5%
Cc1ccccc1NC(=O)/C(=C/c1cccs1)NC(=O)c1ccco1	-0.6%[50 µM]	0.4%	-1%	6%	0.5	85	-11%	2%	-1.8%	4%
O=C(c1ccc([N+](=O)[O-])cc1)N1CCCC1	0.3%	-0.3%	-2%	3%	0.7	70	-6%	12%	-2.3%	-14%
CCn1c(P(C)(=O)O)nc2cc(NC(=O)c3ccccc3Cl)ccc21	0.1%	0.8%	-2%	6%	-3.2	80	0%	2%	-0.3%	-4%
COc1ccc(-c2nc3c(s2)CN(S(C)(=O)=O)CC3)cc1OC	1.1%[50 µM]	-0.1%	-2%	11%	.	.	-10%	6%	-0.3%	-10%
O=C(c1ccc2snnc2c1)N1CCSCC1	0.3%	0.2%	0%	-10%	-0.2	46	1%	1%	1.4%	10%
COc1ccc(/C=C(\NC(=O)c2ccccc2)C(=O)OC[C@@H]2CCC[N+]3(C)CCCCC23)cc1OC (stereo partly specified)	-0.4%	-0.5%	3%	6%	-0.8	40	-8%	8%	-0.2%	4%
CCOC(=O)N1CCN(C(=O)CN(c2cccc(C)c2)S(=O)(=O)c2ccc(C)cc2)CC1	-0.2%	-0.1%	-3%	2%	-0.6	70	-7%	-17%	0.8%	-1%
CCc1nccn1CCC(=O)N1CCCC(N2CCN(c3ccccc3C)CC2)C1 (stereo unspecified)	1.1%[50 µM]	-0.1%	-2%	6%	2.4	58	4%	4%	0.2%	-2%
CCCC(=O)N(c1ccc(OCC)cc1)C1C=CS(=O)(=O)C1 (stereo unspecified)	5.9%	-0.1%	0%	-4%	-0.1	52	0%	4%	-2.6%	1%
CCOC(=O)COn1c(=O)c(-c2ccc(C)cc2)[n+]([O-])c2ccccc21	0.3%	0.0%	-4%	11%	0.4	83	2%	1%	-0.8%	-1%
C=CCn1c(SCC(=O)Nc2ccccc2)nc2scc(-c3cccs3)c2c1=O	5.3%	-0.2%	0%	9%	2.6	41	-2%	-9%	2.7%	-6%
Cc1cc(C)cc(NC(=O)Cn2cc(C=O)c3ccccc32)c1	0.2%	-0.2%	-2%	6%	-0.8	58	8%	-23%	1.4%	-7%	NS5 inhibitors pilot replicate=-4.0
COc1cccc(NC(=O)c2nc(S(C)(=O)=O)ncc2Cl)c1	-0.7%	-0.2%	3%	-35%	2.8	53	8%	7%	-1.6%	-64%
O=C(Nc1cc(C(F)(F)F)ccc1Cl)c1ccc(NC(=O)C(F)(F)F)cc1	0.8%	0.4%	10%	7%	13	76	-1%	14%	0.1%	-3%
Cc1ccc(NC(=O)c2cc3c(=O)oc4ccc(C)cc4c3s2)nc1	0.1%[50 µM]	0.2%	14%	28%	-0.7	62	16%	6%	-0.3%	.
COc1ccc(C(=O)COC(=O)c2cc(S(=O)(=O)NCc3ccccc3)ccc2O)cc1	-0.3%	-0.3%	5%	13%	1.0	67	-6%	16%	7.6%	6%
O=C(O)CSc1nc(-c2ccc(Cl)cc2)nc2c1oc1ccccc12	-2.7%[50 µM]	-0.2%	5%	16%	.	.	-9%	1%	15µM*	41µM*
COc1cc(NC(=O)c2cc(C)no2)cc(OC)c1OC	0.2%	0.0%	-1%	-6%	0.9	59	-14%	3%	-0.6%	-5%
CC(C)CCn1c(SCC#N)nc2c(sc3ccccc32)c1=O	-0.4%	1.7%	8%	7%	1.7	70	9%	7%	0.1%	-2%
CN(C)c1oc(-c2cccs2)nc1C#N	0.3%	0.1%	2%	16%	-0.6	61	-7%	-2%	-0.5%	1%

An unsorted share of the library, and some 1.2% of all compounds hit somewhere here.
